Source: PubChem BioAssay (several laboratories)
CaV13 ICDI inh = Disruptors of the CACNA1D IQ motif to Ca2+-dependent inactivation inhibitor domain association, primary screening, Förster resonance energy transfer in intact living …; HEK cells, CFP/YFP FRET ICDI-IQ, plate reader, 10 min; percent FRET-ratio fall versus neutral wells; inhibition, % at 12.3 µM; actives 0.098% (n = 340,000); AID 743397;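 active = mean replicate inhibition of at least 30% and at least 1% of replicates passing that level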;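 note: 0% = median of the neutral control wells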
TRPM1 prom inh = inhibitors of MITF-driven TRPM1 promoter in melanoma cells | SK-MEL-5 TRPM1 promoter luciferase, 24 h | inhibition, % at 12.5 µM | actives 0.83% (n = 330,000) | AID 488899;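 active = mean inhibition across replicates of 60% or more, whatever share of single replicates reaches that level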; note: values of inactives mirror those of a sister screen read the other way
HIF-2a inh = HIF-2a inhibition. actives 0.72% (n = 360,000). 786-0 RCC cells HIF-2a reporter, luciferase luminescence, overnight. inhibition, % at 18.8 µM;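 active = inhibition of the luminescence signal of 40% or more relative to plate controls, in a single-dose primary screen at 18.75 µM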
Peg3 prom inh = reduces Peg3 promoter-driven luciferase expression in HeLa. HeLa PEG-Prom luciferase reporter, luminescence, overnight. inhibition, % at 20 µM. actives 1.7% (n = 360,000);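 active = inhibition of at least 50% at 20 µM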
PDI turbidity = PDI (human) enzyme inhibition; PDI insulin aggregation turbidity, A650, 90 min; P07237; inhibition, % at 10 µM; AID 588391; actives 0.052% (n = 350,000);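 active = mean inhibition across replicates of 30% or more, whatever share of single replicates reach that level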;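 note: absorbance from insulin aggregation driven by PDI reduction with DTT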
Target sequence (P07237 whole entry, looked up): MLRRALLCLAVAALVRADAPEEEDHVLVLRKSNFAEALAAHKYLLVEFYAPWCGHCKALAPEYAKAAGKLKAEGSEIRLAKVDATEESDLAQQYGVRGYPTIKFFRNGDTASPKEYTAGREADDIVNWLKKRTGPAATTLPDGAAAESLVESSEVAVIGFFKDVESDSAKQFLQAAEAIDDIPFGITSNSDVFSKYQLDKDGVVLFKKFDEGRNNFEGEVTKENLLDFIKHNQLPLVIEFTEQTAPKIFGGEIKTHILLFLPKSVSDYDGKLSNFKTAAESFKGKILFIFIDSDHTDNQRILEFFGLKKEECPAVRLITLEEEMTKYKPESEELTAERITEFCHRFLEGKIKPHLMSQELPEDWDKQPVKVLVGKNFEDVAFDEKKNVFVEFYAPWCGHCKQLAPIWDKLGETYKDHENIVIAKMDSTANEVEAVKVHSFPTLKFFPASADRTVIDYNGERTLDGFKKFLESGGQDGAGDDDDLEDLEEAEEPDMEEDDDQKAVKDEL
NR2E3 ag-1 = activates human NR2E3 receptor; Q9Y5X4; CHO-S Gal4-NCOR/VP16-NR2E3 two-hybrid, luciferase; inhibition of corepressor binding, % at 3.98 µM; actives 0.35% (n = 360,000); AID 602229;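 active = inhibition above the mean of all tested compounds plus 3 SD, cut at about 70% in these data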;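 note: 0% = DMSO with NR2E3 transfected cells and 100% = cells lacking NR2E3 construct; higher means lower luciferase signal from less NR2E3 corepressor binding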
Target sequence (Q9Y5X4 whole entry, looked up, the tested form may be a part): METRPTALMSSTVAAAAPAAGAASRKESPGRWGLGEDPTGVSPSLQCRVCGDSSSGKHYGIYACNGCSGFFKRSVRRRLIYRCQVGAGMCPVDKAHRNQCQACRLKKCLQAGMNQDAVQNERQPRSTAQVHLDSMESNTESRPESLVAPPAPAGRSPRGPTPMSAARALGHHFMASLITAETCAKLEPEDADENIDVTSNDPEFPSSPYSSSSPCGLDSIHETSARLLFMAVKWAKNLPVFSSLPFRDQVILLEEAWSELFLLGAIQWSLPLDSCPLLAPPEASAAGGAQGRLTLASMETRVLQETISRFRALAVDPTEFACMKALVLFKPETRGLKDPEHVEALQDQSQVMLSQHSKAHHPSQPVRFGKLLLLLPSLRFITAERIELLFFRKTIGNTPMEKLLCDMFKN
Vif imaging = HIV Vif inhibition. inhibition, % at 7.49 µM. AID 602346. HEK293T cells, Vif self-association by quenched fluorescence, imaging, 24 h. actives 0.35% (n = 340,000); in the data active = inhibition above about 50%, passing the limit was not always enough; note: some results filed as inactive read as strong as hits
CF NFkB block = blocks PAF-induced NF-kB reporter in cystic fibrosis cells | KKLEB NF-kB-GFP reporter, GFP fluorescence overnight | inhibition, % at 5 µM | actives 0.86% (n = 360,000);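 active = at least 50% inhibition at 5 µM, scaled per plate between neutral and stimulator controls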;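 note: PAF is a Pseudomonas aeruginosa culture filtrate used as stimulus; plate controls were PAF-stimulated DMSO wells for no effect and unstimulated DMSO wells for full effect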
NR2E3 ag-2 = NR2E3 (human) agonism; Q9Y5X4; GST-NR2E3/biotin-RetCOR TR-FRET, 1536-well; inhibition of corepressor binding, % at 4.78 µM; actives 0.12% (n = 320,000); AID 2300;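 active = percent inhibition above the cutoff of mean plus 3 SD of all tested compounds, set per screening campaign, cut at about 20% in these data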;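 note: 0% = DMSO wells and 100% = biotin wells as full block of FRET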
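System: GST-tagged NR2E3 plus biotinylated RetCOR corepressor; Buffer or medium: pH 7.5 Tris-based buffer; Probe or stimulus: RetCOR corepressor, biotinylated, 7 nM; Doses: compound at 4.8 µM, single dose; Schedule: 5 h incubation at 4 °C; Technique: time-resolved FRET; Evaluation: percent inhibition of TR-FRET ratio; Replication: one well per compound, singlicate testing.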
KKLEB cytotox = counter-screen for CF NF-kB inhibitors: cytotoxicity; KKLEB CF airway cells viability, ATPlite luminescence, overnight; active compounds read low; cells stimulated with P. aeruginosa culture filtrate; activity change (cytotoxicity), % at 5 µM; actives 0.36% (n = 360,000);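 active = corrected activity change at or below -50% at 5 µM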
Shn3 inh set2 = reduces Shn3 3'UTR luciferase signal in osteoblasts. Clone20 osteoblast Shn3 3'UTR firefly luciferase, 24 h. inhibition, % at 12.5 µM. actives 0.52% (n = 360,000);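 active = mean inhibition of at least 75% with every replicate also reaching 75%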;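 note: 0% = median of neutral control wells and 100% = pilot-screen positive control compound; some compounds past the cut are filed as inactive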
* marks the source's active call; other numbers are inactive results; x = not tested or not shown.

item	Compound	Peg3 prom inh	PDI turbidity	NR2E3 ag-1	Vif imaging	Shn3 inh set2	NR2E3 ag-2	KKLEB cytotox	HIF-2a inh	CaV13 ICDI inh	CF NFkB block	TRPM1 prom inh
1	CC(NC(=O)C(=O)c1cn(CC(=O)N2CCCC2)c2ccccc12)c1ccccc1 (configuration not stated)	-7	2	4	-9	-1	x	-2	11	-13	0	x
2	Cn1c(COc2ccc(Cl)cc2)nnc1SCc1ncc(-c2ccccc2)o1	15	-7	-4	-3	20	10	-1	23	-8	-1	-5
3	CC(=O)Nc1ccc(SCC(=O)c2ccc(Br)s2)cc1	-93	-1	-4	7	-22	-2	0	-116	-7	2	-23
4	CCOc1ccc(/C=N/OCC(=O)NC(c2ccccc2)c2ccccc2)cc1	13	1	27	8	43	-4	11	12	-5	7	4
5	Cc1ccc(CNC(=O)CN2CCN(c3ccc(F)cc3)CC2)cc1	13	1	-2	0	19	1	10	8	2	-7	-8
6	O=C(NC(=S)Nc1cccnc1Cl)c1ccc(Cl)cc1	-284	-6	-57	-6	-33	-2	4	-206	-2	-9	-35
7	Cc1ccc(C(=O)O/N=C(\N)c2ccccn2)c(Cl)c1	103*	-5	43	-2	69	2	-72*	73*	-22	-13	x
8	CCCCOc1ccc(C(C)(O)CCN2CCOCC2)cc1 (configuration not stated)	3	17	3	10	6	4	8	-6	-5	1	2
9	Cc1cc(-c2ccccc2)nc(N/N=C/c2ccc(N(C)C)cc2)n1	-97	7	-16	-15	8	1	-5	-103	-6	-7	-3
10	CCC(C)[C@H]1CN=C(N)N1CCc1cc(C(F)(F)F)cc(C(F)(F)F)c1 (some centres not stated)	36	4	-11	0	14	-1	14	8	-4	-5	8
11	O=C1[C@H]2[C@@H](c3ccccc3)N[C@]3(CCCN(Cc4ccc(Br)cc4)C3=O)[C@H]2C(=O)N1Cc1ccccc1	28	4	-8	23	4	x	-6	-18	-5	-28	x
12	CCOC(=O)c1cc[nH]c1CC(=O)NC	5	-5	19	2	2	0	10	13	-19	-32	-7
13	CCOC(=O)Cc1[nH]nc2c1C(Cc1ccccc1)C(C#N)=C(N)O2 (configuration not stated)	4	2	-1	-3	-13	-5	-1	14	-19	22	4
14	CCOc1ccc(CN(C(=O)c2ccccn2)c2ccc(OC)c(Cl)c2)cc1	-122	8	-36	3	-25	1	-2	-150	-7	0	-20
15	COc1ccc(Cn2ccnc2)cc1Br	12	0	-19	-3	11	0	-5	-1	-8	-1	-17
16	Cc1ccc(COc2ccccc2-c2cc(C(=O)N/N=C/c3cccnc3)[nH]n2)cc1	44	5	-23	-1	-3	0	-5	29	-5	-14	25
17	CC(C)C(=O)O/N=C(\N)c1ccc(Oc2ccc(Cl)cc2)c([N+](=O)[O-])c1	-56	-10	-19	-7	-16	1	10	-112	-5	-15	-26
18	Cc1csc(C(=O)O)c1NC(=O)c1c(Cl)cccc1Cl	7	3	12	19	-4	-2	3	21	-4	12	3
19	COc1cc(C(=O)NC2CC3CCCC(C2)N3C2CC2)cc(OC)c1OC (configuration not stated)	-4	-3	-6	0	2	0	-2	4	-5	-3	-2
20	Cc1cc(C)n(-c2cccc(CN3CCC(CO)(Cc4ccccc4)CC3)c2)n1	14	-6	-34	12	3	1	2	8	4	-13	0
21	CSc1nc(N)n2nc(-c3ccc(Cl)cc3)cc2n1	-278	2	-80	x	-91	1	-5	-274	-19	-48	-74
22	O=C(NCCC(=O)N1CCCCCCC1)c1ccc(Br)cc1	-12	-3	-21	5	1	2	-12	-36	-2	13	-12
23	COc1cccc(-c2nc(CS(=O)(=O)CC(=O)Nc3cc(F)ccc3F)c(C)o2)c1	12	-5	7	1	19	2	9	2	-15	-11	-5
24	CCCCC(=O)OCc1nc2ccccc2s1	-74	2	-30	-1	-17	1	1	-74	-3	2	-11
25	CCc1ccc2c(c1)cc(CN(Cc1ccco1)C(C)=O)c1nnnn12	14	-2	-22	-3	10	-1	-2	8	3	21	-1
26	COc1ccc(CNc2ncnc3cc(OC)c(OC)cc23)cc1	17	-3	-25	4	6	1	-7	11	x	-2	7
27	O=C1CC(=O)N(Cc2cccs2)C(=O)N1	-5	-1	-5	20	-6	2	-1	10	x	5	7
28	Cc1sc2nc(CN3CCCC3)nc(N3CCN(C(=O)c4ccco4)CC3)c2c1C	0	-3	-9	16	0	-2	10	17	-5	20	-3
29	Cc1cc(=O)cc(C)n1-c1ccc2c(c1)nc(C)n2-c1ccccc1	15	1	-7	-2	-3	4	5	14	-8	2	-7
30	CC(=O)C1=C(O)C(=O)N(CCc2c[nH]c3ccccc23)C1c1ccccc1 (configuration not stated)	12	21	-1	0	18	6	-4	12	-5	-9	0
31	CCOc1ccc(NC(=O)CSc2nc(C3CC3)nc3ccccc23)cc1	25	-6	22	-7	-41	-8	-18	19	-4	24	7
32	CN(C)S(=O)(=O)Nc1ccc2c(c1)OCO2	2	-3	-1	-1	-15	3	2	-3	-4	-2	4
33	CCCCCN(C(=O)CCC(=O)OC(C)C(=O)c1ccc(Cl)cc1)c1c(N)n(CCCC)c(=O)[nH]c1=O (configuration not stated)	-7	-2	5	3	0	-4	2	4	-7	1	1
34	O=C(/C=C/c1ccccc1)c1ccccc1O	-21	2	10	8	-22	1	-20	-26	x	-2	-22
35	O=C1Nc2ccc(Br)cc2/C1=N/N=C/C1=C(N2CCOCC2)C(=C\c2ccccc2)/CC1	6	-2	20	10	5	3	0	22	-5	19	9
36	Cc1cnc(C(=O)OC(C(=O)c2ccccc2)c2ccccc2)cn1 (configuration not stated)	-4	-1	-8	0	1	0	-2	15	-5	-6	1
37	CCc1ccc(CCN2C(=O)c3ccccc3C2=O)nc1	7	1	7	-1	-17	2	24	-35	-5	0	-9
38	Cc1nc(CN(C)C(=O)C2CCC(=O)N(CCc3cccc(F)c3)C2)cs1 (configuration not stated)	7	1	-10	-3	-1	-1	5	8	-4	0	-2
39	Cc1cccc2cc(/C=N/NC(=O)c3ccncc3)c(Cl)nc12	0	-8	-10	-22	-4	1	16	14	-3	-3	2
40	Cc1cc(F)c(F)c(C(=O)N2CCC(C)CC2)c1Cl	-4	4	-14	-6	-1	4	-1	12	1	0	8
41	O=C(N[C@@H](Cc1ccccc1)C(=O)O)c1ccc(C(F)(F)F)cc1	-22	-3	6	-5	-26	1	2	6	-11	22	-3
42	O=C(CNC(=O)c1cccc(OC(F)F)c1)Nc1ccc(Cl)cc1	7	-1	7	-12	6	0	-6	-6	-18	-4	6
43	CC1CCc2sc(C(=O)Nc3ccc(C(N)=O)cc3)cc2C1 (configuration not stated)	-222	0	-10	6	-76	5	-9	-226	-2	11	-80
44	CC(/C=N/NC(=O)Cc1cccs1)=C\c1ccccc1	-202	-1	-100	17	-24	0	10	-236	-14	-11	-116
45	CC1CC(C)CN(CCOCCSc2ccccc2)C1 (configuration not stated)	7	3	13	2	1	0	4	12	-2	-27	-4
46	CC(Sc1ccc(Cl)cc1)C(=O)NCc1cccnc1 (configuration not stated)	9	-6	-20	3	-10	5	3	8	-1	-11	6
47	COc1ccc(CCn2c(C)c(C(C)=O)c(C(C)=O)c2C)cc1OC	-4	-5	-17	-8	-13	-2	5	13	5	12	13
48	O=C(/C=C/c1cn(-c2ccccc2)nc1-c1ccc2c(c1)OCCO2)NCCCN1CCOCC1	-1	-3	-27	x	-8	4	2	-10	-5	-4	-8
49	CC(C)(C)c1ccc(C(=O)N2CCNC(=O)C2CC(=O)Nc2ccc(F)cc2)cc1 (configuration not stated)	32	-11	-36	-1	5	1	-6	3	x	18	-1
50	O=C(Nc1cccc(C(F)(F)F)c1)Nc1nnc([C@@H]2C[C@H](O)[C@@H](CO)O2)s1	-14	3	-19	x	23	x	11	3	-7	40	x
51	CCN1CCN(C(=O)C23CCC(C)(C(=O)C2Br)C3(C)C)CC1 (configuration not stated)	12	3	13	-17	10	1	3	18	-4	-1	4
52	CCOC(=O)C1CCCN(C(=O)c2ccc(C(F)(F)F)nc2C)CC1 (configuration not stated)	-6	-3	3	-3	-9	x	6	-3	-6	0	x
53	O=C1/C(=C/c2ccc(O)cc2)SC(=S)N1Cc1cccnc1	-10	0	-9	-1	3	6	2	-20	-5	4	-1
54	COC(=O)C1CSC(C(=O)OC)N1C(=O)Nc1ccccc1 (configuration not stated)	-3	9	-8	-3	-15	0	4	3	x	4	-1
55	N#Cc1ccccc1OCC(=O)Nc1cccc(S(=O)(=O)N2CCCC2)c1	1	5	2	0	20	1	-21	-11	-6	18	-11
56	Cc1cccc2sc(NC(=O)CCNS(=O)(=O)c3cccs3)nc12	36	-1	0	6	50	0	9	7	-4	8	11
